High-throughput results as filed in PubChem BioAssay.
S3 lipid droplet: qHTS Assay for Lipid Storage Modulators in Drosophila S3 Cells | lipid storage change, negative = inhibition, % at the top dose, mostly 46.1 µM; hits show Potency in µM | Drosophila S3 cells, BODIPY lipid droplet fluorescence, 18-24 h; cells fed with added oleic acid | 320,000 tested, 0.64% active; active = well fitted inhibition curve with a large enough effect in the signal ratio, with a control signal flat, not every such curve was filed as active; inconclusive = small, poorly fitted or top-dose-only effect, or effect the other way, or a change in a side signal; the % refers to the signal ratio
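Drosophila S3 cells got compounds at several concentrations plus oleic acid (400 uM solution). Laser-scanning cytometry with 488 nm excitation read lipid droplets at 500-530 nm and cells at 575-640 nm. Percent activity was relative to 20 uM Triacsin C.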
S3 lipid droplet cell count max: also measured in S3 lipid droplet; calls as there; cell number change, %; measured here: cell count max response;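 cells counted by Cell Tracker Red CMTPX staining in the red channel; peak over a dose series mostly up to 46.1 µM; percent activity relative to internal control wells on each plate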
Active calls of the source: *; i = inactive; ? = inconclusive; / = no result given; [ ] = another dose, or the depositor's remark. % is set by controls: 0 for no effect and ±100 for the full control effect; potency is the fitted concentration of half-maximal effect. An excerpt; the hit share may differ from the screen's.

SMILES	S3 lipid droplet	S3 lipid droplet cell count max
Cc1ccc(CN2CC(C(=O)Nc3cc(S(C)(=O)=O)ccc3Cl)CC2=O)cc1 (stereo not given)	?	/
Cc1oc2c(c1C(=O)c1ccc(Cl)cc1)C(=O)C(=O)c1ccccc1-2	-20.9%	0.9
CC1CN(c2ccc(NS(=O)(=O)c3ccccc3)cc2C(=O)O)CC(C)O1 (stereo not given)	?	/
CN(C)S(=O)(=O)c1cccc(NC(=O)COc2nc3ccccc3nc2N2CCOCC2)c1	?	/
COc1ccc(NC(=S)N/N=C/c2cccn2Cc2ccc(F)cc2)cc1	19.1%	2.5
COc1ccc(S(N)(=O)=O)cc1C(=O)NNC(=O)CN(C)S(=O)(=O)c1ccc(Cl)cc1	?	/
O=C(Cc1cccs1)Nc1ccc(N2CCOCC2)cc1	?	/
COc1ccc([N+](=O)[O-])cc1NC(=O)CCN1CCN(C)CC1	?	/
COC(=O)c1ccc(COc2ccc(NC(C)=O)cc2)o1	2.7%	6.7
N#CC(C#N)=CN=c1ccn(Cc2ccc(Cl)cc2Cl)cc1	?	/
COc1cc(C=O)ccc1OCC(=O)Nc1ccc2c(c1)OCO2	-13.7%	-3.5
Cc1ccc(NC(=O)c2ccco2)c(NC(=O)COc2ccccc2)c1	?	/
CC(=O)Nc1ccc(Oc2nc(-c3ccccn3)nc3ccccc23)cc1	?	/
COc1ccccc1NC(=O)Cn1c(=O)n(-c2ccccc2)c(=O)c2oc3ccccc3c21	?	/
COc1cc(NC(=O)CN(c2ccc(C)cc2)S(=O)(=O)c2c(C)n[nH]c2C)cc(OC)c1	15.5%	-9.9
O=C(c1scc2c1CCCC2)N1CCOCC1	6.8%	3.1
CC(=O)OC1COC(N2CCc3cc([N+](=O)[O-])ccc32)C(OC(C)=O)C1OC(C)=O (stereo not given)	?	/
Cc1cc(C)c(NC(=O)c2ccccc2C(=O)c2ccccc2)c(C)c1	?	/
CCOC(=O)Cn1nc(C)c(-c2ccccc2)c1N	22.5%	8.7
O=C1Nc2cc(C(=O)NCCCN3CCOCC3)ccc2S/C1=C/c1ccccc1F	?	/
COc1cc(/C=N/NC(=O)c2cc(-c3c(C)nn(-c4ccccc4)c3C)n[nH]2)ccc1O	?	/
N#Cc1nc(COc2ccccc2)oc1N1CCN(c2cccc(Cl)c2)CC1	?	/
Cc1ccc(C(=O)CCC(=O)O)cc1	i	10.4
CCCc1nc2ccccc2c(=O)n1CC(=O)c1ccccc1	-17.4%	-0.5
CC[C@@]1(c2ccccc2C)C(=O)N(C(=O)OC)N1C(=O)OC	-2.0%	16.8
CCN(CC(=O)Nc1c(F)cccc1F)C(=O)c1n[nH]c2ccccc12	i	13.6
CCOC(=O)N1CCC(NC(=O)CS(=O)Cc2nc(-c3ccccc3C)oc2C)CC1 (stereo not given)	?	/
O=C(Nc1ccccc1N1CCOCC1)C1CCCCN1S(=O)(=O)c1ccccc1 (stereo not given)	?	/
Cc1nn(C)cc1CN1CCCC(C(=O)c2ccc(-c3ccccc3)cc2)C1 (stereo not given)	5.8%	-1.6
Cc1ccc(/C=N/NC(=O)c2ccc(-c3ccccc3)cc2)o1	i	/

Three compounds out of the list, arranged by molecular weight, highest first:
SMILES	S3 lipid droplet	S3 lipid droplet cell count max
N#Cc1nc(COc2ccccc2)oc1N1CCN(c2cccc(Cl)c2)CC1	?	/
COc1cc(C=O)ccc1OCC(=O)Nc1ccc2c(c1)OCO2	-13.7%	-3.5
COc1ccc([N+](=O)[O-])cc1NC(=O)CCN1CCN(C)CC1	?	/

More compounds follow.
SMILES	S3 lipid droplet	S3 lipid droplet cell count max
Cc1ccc(-c2c(=O)n(OCc3ccccn3)c3ccccc3[n+]2[O-])cc1	11.3%	0.3
O=C(Nc1ccc(-c2csc(Nc3cccc(C(F)(F)F)c3)n2)cc1)c1cccc(C(F)(F)F)c1	?	/
CC[C@@]12C(=O)N(c3ccccc3)C(=O)N1[C@H](c1ccc(Br)cc1)[C@@H]1C(=O)N(C(C)(C)C)C(=O)[C@@H]12	?	/
CCC1(C)Cc2c(sc3c2c(=O)n(-c2ccccc2)c(=O)n3C)CO1 (stereo not given)	9.2%	-12.7
O=C(CN1CCN(C(=O)C2CCN(C(=O)/C=C/c3ccccc3)CC2)CC1)Nc1ccccc1Cl	i	-4.3
CCCCC(CC(O)COCCC)c1n[nH]c(=S)n1-c1ccccc1 (stereo not given)	?	/
COc1ccccc1/C=N/N(C(C)=O)c1nc(-c2ccc(F)cc2)cs1	?	/
COC(=O)c1ccc(COc2nc(C)cc(C)c2C#N)o1	i	14.5
COc1cc(C(=O)N/N=C/c2sc(=O)n(-c3ccccc3)c2Cl)cc(OC)c1OC	?	/
Cn1ccsc1=NC(=O)c1ccc(=O)[nH]c1	?	/
CS(=O)(=O)Nc1ccc(C2=NN(S(=O)(=O)c3ccccc3)C(c3cccs3)C2)cc1 (stereo not given)	0.4%	-11.1
O=C1CCCN1S(=O)(=O)c1ccc(F)cc1	?	/
Cc1ccccc1CNC(=O)CCc1ccccc1	?	/
COc1ccc(C(=O)c2ccccc2)cc1	-4.9%	-20.2
CCOC(=O)C1(CCOc2ccccc2)CCN(Cc2ccc(OCCO)cc2)CC1	?	/
CCC(CC)NC(=O)Cn1c(C(C)NC(C)=O)nc2ccccc21 (stereo not given)	3.2%	0.0
O=C(NC1CCCC1)c1ccc(CNc2c(N3CCOCC3)c(=O)c2=O)cc1	?	/
Cc1cc(C)n(CC(=O)N/N=C/c2cccs2)n1	?	/
O=C(O)c1cc(CN2CCOCC2)oc1-c1ccccc1	4.2%	9.1
Cc1ccc(C)c(NC(=O)C(CC(=O)O)Cc2ccccc2)c1 (stereo not given)	?	/
COC(=O)c1cc2sc(Cl)cc2n1CC(=O)NCCC(C)C	i	/
Cc1ccc(C(=O)NNC(=O)c2ccccc2O)cc1S(=O)(=O)N1CCCCC1	-14.9%[0.0737 µM]	/
O=C(CSc1nc2[nH]ncc2c(=O)n1-c1ccccc1)NCCc1ccccc1	-0.2%	7.2
Cc1cc(-c2ccco2)c(C#N)c2nc3ccccc3n12	?	/
COC(=O)CCn1nc(-c2ccc(C)cc2)c2ccccc2c1=O	-6.4%	-8.9
COC(=O)c1sc2nc3c(c(-c4cccs4)c2c1N)CCCC3	-0.7%	8.8
Nc1ccn([C@H]2CC[C@@H](CO)O2)c(=O)n1	?	3.7
O=C(COC(=O)CSc1ccc([N+](=O)[O-])cc1)NCc1ccco1	9.0%[0.0737 µM]	22.6
COc1ccc(C(=O)O)cc1S(=O)(=O)Nc1cccc(C(F)(F)F)c1	29.1µM*	-15.9*
O=c1c2ccsc2ncn1Cc1cccc(C(F)(F)F)c1	2.5%	23.4
CC(C)CCN1C(=O)CC(NNC(=O)c2ccc(S(=O)(=O)N3CCCC3)cc2)C1=O (stereo not given)	?	/
Cc1ccc(NC(=O)CCc2nnc3ccc(N4CCOCC4)nn23)cc1C	?	/
CCOc1ccc(OCC)c(NC(=O)C2CCCN(C(=O)c3ccc(Cl)cc3)C2)c1 (stereo not given)	?	/
CCc1c(C)nc(SCC(=O)N2CCCCC2CC)[nH]c1=O (stereo not given)	13.0%	-0.9
COc1ccc(CCNc2nc(=O)[nH]nc2C)cc1OC	?	/
Cc1cc(N2CCCC2)ccc1/C=N/n1cnnc1	?	/
CC(C)n1c(Sc2nccn2C)nc2c1c(=O)n(C)c(=O)n2C	i	8.4
CC1CCN(CC(=O)N2CC(=O)Nc3ccccc32)CC1	5.5%	7.8
CCCCN1C(=S)SC(C)(C)C1/[N+]([O-])=C/c1cccnc1 (stereo not given)	?	/
CC(C)(C(=O)N[C@H](CO)c1ccccc1)C(=O)N[C@H](CO)c1ccccc1	?	/
COc1ccccc1OCCCOc1c(Cl)cc(C)cc1Cl	?	/
Cc1n[nH]c(=O)n1-c1ccc(Oc2ccccc2)cc1	9.0%	12.5
CCCn1c(CCC(=O)Nc2ccccc2Cc2ccccc2)nc2cc(S(=O)(=O)N3CCOCC3)ccc21	?	/
CCSc1nnc(-c2ccc(S(=O)(=O)NCc3cccs3)cc2)o1	?	/
CCOc1cc(C=O)cc(N=Nc2cccc([N+](=O)[O-])c2)c1O	?	/
O=C(Nc1ccc(Cl)c(S(=O)(=O)N2CCOCC2)c1)c1ccc2c(c1)OCCO2	-7.2%	19.2
CCOC(=O)c1c(S(=O)(=O)NCCc2ccc(OC)c(OC)c2)c(C)n(C)c1C	i	/
O=C(NCc1ccc(Cl)cc1)C1CCN(S(=O)(=O)N2CCOCC2)CC1	3.4%	6.7
CC(C)CN(CCCNC(=O)CN1C(=O)COc2ccc(S(=O)(=O)N3CCCCCC3)cc21)CC(C)C	?	/
CCCCc1cc(C(=O)Cc2ccccn2)c(O)cc1O	20.2%	11.3

Record cards, as listed above.
`CCCCc1cc(C(=O)Cc2ccccn2)c(O)cc1O` is listed with S3 lipid droplet: 20.2%; S3 lipid droplet cell count max: 11.3
`CS(=O)(=O)Nc1ccc(C2=NN(S(=O)(=O)c3ccccc3)C(c3cccs3)C2)cc1` (stereo not given) is listed with S3 lipid droplet: 0.4%; S3 lipid droplet cell count max: -11.1

Next section:
SMILES	S3 lipid droplet	S3 lipid droplet cell count max
CC(C)OC(=O)CC12CN3CC(CC(=O)OC(C)C)(CN(C1)C(=O)c1ccccc1C3=O)C2=O	?	/
N#Cc1ccc(NC(=O)CSc2cn[nH]n2)cc1	?	/
CC(=O)N1CCC2(CC1)CC(=O)c1cc(OCC(=O)N3CCCC3)ccc1O2	1.7%	0.4
O=C(NN1C(=O)c2ccccc2C1=O)c1ccncc1	6.9%	8.7
CCC(NC(=O)c1cccc(Cn2cc([N+](=O)[O-])cn2)c1)c1ccc(C(C)C)cc1 (stereo not given)	i	/
Cc1ccc(CNC(=O)CCn2ccc3cc(S(=O)(=O)N4CCCC4)ccc32)cc1	i	-29.4
COc1ccc(OC)c(S(=O)(=O)Nc2c(F)cccc2F)c1	?	/
O=C(CNS(=O)(=O)c1ccccc1)N1CCCC1	?	/
O=c1[nH]c(-c2ccccc2Cl)nc2c1sc(=S)n2-c1ccccc1	?	/
C/C=C/COc1nc2c(c(=O)n(C)c(=O)n2C)n1C	11.7%	1.0

Retrieved by structure from above:
SMILES	S3 lipid droplet	S3 lipid droplet cell count max
Cc1ccc(C(=O)CCC(=O)O)cc1	i	10.4
Cc1cc(C)n(CC(=O)N/N=C/c2cccs2)n1	?	/
CC(C)n1c(Sc2nccn2C)nc2c1c(=O)n(C)c(=O)n2C	i	8.4
COc1ccccc1NC(=O)Cn1c(=O)n(-c2ccccc2)c(=O)c2oc3ccccc3c21	?	/
CC(=O)N1CCC2(CC1)CC(=O)c1cc(OCC(=O)N3CCCC3)ccc1O2	1.7%	0.4

(cont.)
SMILES	S3 lipid droplet	S3 lipid droplet cell count max
CCC(CO)n1c(SCc2cc(=O)oc3cc(C)ccc23)nc2ccccc2c1=O (stereo not given)	?	/
COc1ccc(-n2c(SCC(=O)Nc3ccccc3)nnc2-c2ccc(NS(=O)(=O)c3ccc(C)cc3)cc2)cc1	?	/
CCOC(=O)c1c[nH]c2ccc3ccccc3c2c1=O	12.6%	-7.9
Cc1ccc(-n2c(COc3cccc(C)c3)n[nH]c2=S)cc1	?	/
COCCN(CCOC)Cc1c(C)[nH]c2c(C)c(C)ccc2c1=O	?	/
CN(C)c1ccc(CNC(=O)CCS(=O)(=O)c2ccc3c(c2)n(C)c(=O)c(=O)n3C)cc1	i	24.2
CCOC(=O)c1ccc(NC(=O)CSc2nc(N)c(NC(=O)c3ccc(Br)o3)c(=O)[nH]2)cc1	i	10.8
CCS(=O)(=O)N1CCC(NC(=O)C(Cc2cccc(OC)c2OC)NC(C)=O)CC1 (stereo not given)	?	/
Cc1ccc(S(=O)(=O)N(C)C)cc1NC(=O)COC(=O)CNC(=O)c1cccs1	?	/
CCCNC(=O)c1ccc2c(=O)n(Cc3ccco3)c(=S)[nH]c2c1	?	/
N#Cc1c(N(CCO)CCO)nc(N)c2c(N)nc3c(c12)CC(=O)N3Cc1cccs1	12.4%	0.4
O=C(CCSCCc1ccccn1)Nc1ccc(Br)cn1	?	/
COc1cccc(NC(=O)CSc2nnc(Cn3c(=O)sc4ccccc43)n2C)c1	0.4%	-9.7
CCOC(=O)C(=O)Nc1ccccc1C(=O)NCc1ccccc1	?	/
CN(C(=O)CSc1nc(N)nn1-c1ccccc1)c1ccccc1	?	/
Cn1cnnc1SC(C(=O)Nc1cc(Cl)cc(Cl)c1)c1ccccc1 (stereo not given)	i	/
Cc1cccc(N2C(=O)C(Cc3ccccc3)NC2=S)c1 (stereo not given)	-5.9%	0.0
COc1ccc(C2(O)CN(c3ccc(C)cc3)C3=[N+]2CCCC3)cc1 (stereo not given)	i	/
CCOC(=O)c1sc2nc(NC(=O)C3CC3)sc2c1C	2.0%	12.4
CN(C)S(=O)(=O)c1cccc(NC(=O)Cn2cnc3ccccc3c2=O)c1	?	/
CCCc1cc(=O)[nH]c(Nc2cc(OC)ccc2OC)n1	?	/
CCOC(=O)c1c(CN2CCOCC2)n(-c2ccccc2)c2ccc(O)cc12	?	/
O=[N+]([O-])c1ccccc1S(=O)(=O)c1ccccc1	?	/
Nc1nc(SCC(=O)Nc2ccc(Cl)cc2)[nH]c(=O)c1-c1ccccc1	-7.6%	-16.8
Cc1cc(NC(=O)c2c(Br)cnn2C)no1	?	/
CCn1c(SCC(=O)Nc2ccccc2)nc2c1c(=O)n(C)c(=O)n2C	4.1%	9.3
COc1ccc(C(=O)COC(=O)c2ccc(-n3cnnn3)cc2)c(OC)c1	?	/
CC(=O)Nc1nonc1-c1nc2ccccc2n1Cc1ccccc1	i	/
CC(C)(C)Nc1nc(N2CCCC2)nc(N2CCCC2)n1	?	/
Cc1[nH]n(-c2ccccc2)c(=O)c1/C=N/N(c1ccccc1)c1ccccc1	?	/
